SMN2 splice enh – SMN2 splice variant enhancement; HEK293 SMN2-luciferase splicing reporter, luminescence, 30-36 h; Potency, µM (titrated, usually from 46.1 µM), inactives show at the top dose activity change, positive = activation, hits mostly activators; actives 2.8% (n = 210,000); AID 1458; further: % of control where 0% means no effect; nearly all actives have a fitted effect of over 55% in size
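qHTS luciferase splicing reporter: luminescence rises when SMN2 exon 7 is included in transfected HEK293 cells. Compound exposure lasted 30-36 h at 37C, with 4.5 mM final sodium butyrate as control, followed by a ONE-Glo read.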
TRb SRC2 PPI – inhibitors of human thyroid hormone receptor beta-SRC2 interaction; P10828; TRbeta-SRC2 peptide binding, fluorescence polarization; receptor liganded with 1 µM T3; Potency, µM (top dose mostly 106 µM), for the others: at the highest dose activity change, negative = inhibition, actives largely listed as inhibitors; actives 0.065% (n = 280,000);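 further: plate controls were bound peptide for no effect and peptide without receptor for full effect; nearly all actives have a fitted effect of over 50% in size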
Target sequence (P10828 whole entry, looked up): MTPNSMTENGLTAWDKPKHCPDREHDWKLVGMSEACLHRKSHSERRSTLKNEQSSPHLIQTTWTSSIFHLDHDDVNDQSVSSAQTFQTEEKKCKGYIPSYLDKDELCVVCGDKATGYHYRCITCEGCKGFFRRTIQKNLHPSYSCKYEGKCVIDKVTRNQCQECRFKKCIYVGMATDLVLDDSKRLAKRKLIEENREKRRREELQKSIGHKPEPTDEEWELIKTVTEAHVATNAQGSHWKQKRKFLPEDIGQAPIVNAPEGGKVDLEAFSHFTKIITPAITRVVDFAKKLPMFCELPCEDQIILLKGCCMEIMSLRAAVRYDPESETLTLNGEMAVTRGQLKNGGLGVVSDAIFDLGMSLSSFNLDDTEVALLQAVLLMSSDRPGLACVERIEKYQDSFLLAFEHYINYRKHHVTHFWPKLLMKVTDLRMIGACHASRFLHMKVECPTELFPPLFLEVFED
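Each compound concentration gave % activity, normalized to unbound and bound Texas Red SRC2 controls, from polarization read after 5 hr ambient incubation with T3-loaded human TRb LBD.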
TexasRed fluor – counter-screen for TRb-SRC2 inhibitors: fluorescence interference. TRb/SRC2 Texas Red total fluorescence interference. Potency, µM (series often up to 106 µM), for inactives: at the top dose fluorescence change, negative = quenching. actives 0.29% (n = 280,000). AID 1479; active means well fitted curve in either direction with a large enough effect; inconclusive means small, poorly fitted or top-dose-only effect; further: on the % scale 0 is the no-effect control and ±100 the full control effect
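Human TRβ ligand-binding domain (0.6 uM) and Texas Red SRC2 peptide (20 nM) in Tris buffer with 1 uM T3 and 5% DMSO were incubated with pinned compound for 5 hr at ambient temperature. Total fluorescence was computed as S + 2P (555/632 nm).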
* = called active by the depositor; u = inconclusive; [ ] = dose if it differs, or a comment. Unless noted, the call rests on the fitted dose curve; in most records, active means well fitted curve in the direction sought with a large enough effect; inconclusive means small, poorly fitted or top-dose-only effect, or another doubt; inactive means no such curve, though single readings can be large; an effect the other way counts as inactive or inconclusive. Potency means the concentration at half of the fitted maximal effect. This is a subset, so the mix of outcomes need not match the whole.

No. | compound | SMN2 splice enh | TRb SRC2 PPI | TexasRed fluor
1 | Cc1ccc(S(=O)(=O)c2nc(-c3ccco3)oc2SCC(=O)Nc2ccc(F)cc2)cc1 | -1% | -8% | -3%
2 | O=C(O)c1ccc(CNCc2ccc(Cl)cc2)s1 | -2% | 9% | -2%
3 | Fc1cccc(-n2ncc3c2ncn2nc(Cc4ccccc4)nc32)c1 | -1% | -7% | -59%
4 | COC(=O)Cc1c(C)c2ccc3c(c2oc1=O)CN(Cc1ccccc1OC)CO3 | 8% | -2% | 12%
5 | CC(NC(=O)c1ccc2c(c1)N(Cc1ccc(Cl)cc1)C(=O)CS2)c1ccccc1 (stereo unspecified) | -1% | -5% | -2%
6 | COc1cccc(N2CCN(C(=O)CN3C(=O)COc4ccc(S(=O)(=O)N5CCC(C)CC5)cc43)CC2)c1 | u | 1% | 0%
7 | Cc1ccc(NC(=O)c2oc3ccccc3c2NC(=O)Cc2ccccc2)cc1 | 4% | 1% | -2%
8 | CCc1ccc2oc(C(=O)NCCc3ccc(OC)c(OC)c3)cc(=O)c2c1 | -55%[inhibitor] | 3% | -2%
9 | O=C(Nc1ccc(F)c(Cl)c1)C1Cc2ccccc2CN1S(=O)(=O)c1ccc(F)cc1 (stereo unspecified) | 15% | 0% | -16%
10 | CCOc1ccc2nc(N3CCCC(C(=O)Nc4c(C)cccc4C)C3)sc2c1 (stereo unspecified) | 26% | 0% | -18%
11 | CC1=C(C(=O)OC2CCCCCC2)C(c2ccc(Cl)cc2)CC(=O)N1 (stereo unspecified) | -4% | -10% | -1%
12 | Cc1cccc(N2CCN(C(=O)c3ccc(Nc4nc5ccccc5n5nnnc45)cc3)CC2)c1C | 8% | -5% | 0%
13 | O=C(c1ccccc1Cl)N(Cc1ccco1)Cc1ccco1 | -7% | -7% | 0%
14 | NC(=O)Cn1c(=O)n(CCCCCC(=O)NCc2ccccc2Cl)c(=O)c2sccc21 | 6% | -3% | -9%
15 | Cc1cc(C)c(-c2n[nH]c3c2C(c2ccccc2F)N(CCO)C3=O)c(O)c1 (stereo unspecified) | 8% | 3% | -1%
16 | CCc1ccc(C2C(C(=O)Nc3ccccc3OC)=C(C)Nc3nc(SCc4ccccc4)nn32)cc1 (stereo unspecified) | -1% | -2% | 8%
17 | O=C(CCS(=O)(=O)c1nc(-c2ccc3c(c2)OCO3)cc(C(F)(F)F)n1)Nc1ccc(F)cc1F | -12% | 8% | -3%
18 | Cc1nc2cc(-c3cccc(F)c3)nn2c(C)c1CCC(=O)NC(C)c1ccccc1 (stereo unspecified) | 7% | 0% | -12%
19 | O=C(Nc1ccc(O)c(-c2nc3ccccc3o2)c1)c1ccc(-c2cccc(Cl)c2)o1 | -9% | 1% | 8%
20 | O=C(Nc1sc2c(c1C(=O)Nc1ccccc1Cl)CCCC2)c1ccccc1F | 5% | 8% | -3%
21 | O=C(c1ccc(F)cc1)c1cn(Cc2ccccc2)c2cc3c(cc2c1=O)OCO3 | 4% | 2% | 4%
22 | COc1ccc(S(=O)(=O)N(CC(=O)N2CCC(C)CC2)c2ccc(C)cc2)cc1 | -6% | 12% | -4%
23 | CCCN(CCC)CCCNC(=O)C1CCCN(Cc2nc(-c3ccc(Cl)cc3)oc2C)C1 (stereo unspecified) | -1% | -17% | u
24 | CCOc1ccc(C2c3c(-c4ccccc4O)n[nH]c3C(=O)N2Cc2ccncc2)cc1 (stereo unspecified) | -9% | 5% | -3%
25 | Cc1ccc(C(C)(C)C)c(OCC(=O)NCCc2nc3ccccc3[nH]2)c1 | -19% | -3% | 1%
26 | CCOc1ccccc1N1CC(c2nc3ccccc3n2CCOc2ccccc2OC)CC1=O (stereo unspecified) | 2% | 4% | -4%
27 | Cc1ccc2occ(-c3cc(-c4ccccc4)nc4c3COc3ccccc3-4)c(=O)c2c1 | -24% | 3% | 0%
28 | O=C(CN1C(=O)COc2ccc(S(=O)(=O)N3CCCCCC3)cc21)N1CCN(c2ccccc2F)CC1 | -5% | 0% | -2%
29 | Cc1cccc(CNC(=O)c2ccc(NC(=O)N3CCSc4ccccc43)cc2)c1 | -7% | 6% | 0%
30 | CCCC12CN3CC(C)(CN(C1)C3c1ccc(OCc3ccccc3)cc1)C2=O (stereo unspecified) | -2% | 2% | -1%
31 | COc1ccccc1OCc1nc(C#N)c(NCc2ccc(C)cc2)o1 | -24% | -6% | u
32 | COc1ccccc1NC(=O)c1sc2cccc(Cl)c2c1Cl | -10% | 0% | 5%
33 | COc1cc(C2CC(=O)N(c3ccc(C)c(Cl)c3)C3=C2C(=O)OC3)cc(OC)c1OC (stereo unspecified) | 6% | -2% | -29%
34 | COc1cccc(NC(=O)c2oc3ccccc3c2NC(=O)Cc2cccc(C)c2)c1 | 17% | -6% | -2%
35 | COc1ccc(CCCc2nnc(SCC(=O)Nc3ccc(Cl)cc3)o2)cc1 | -12% | 8% | -2%
36 | Cc1ccc(C)c(NC(=O)c2nc(S(=O)(=O)Cc3ccc(F)cc3)ncc2Cl)c1 | 10% | 1% | 1%
37 | Cc1ccccc1Cn1nnc2c(=O)[nH]c(C3CCCN(C(=O)c4ccc(C(C)(C)C)cc4)C3)nc21 (stereo unspecified) | -7% | -1% | 5%
38 | COc1ccc(-n2nc(C(=O)N3CCCC(C)C3)c3c4ccccc4n(C)c3c2=O)cc1Cl (stereo unspecified) | 3% | -7% | -1%
39 | CCOC(=O)c1[nH]c2ccccc2c1NC(=O)c1cc(OCC)c(OCC)c(OCC)c1 | 6% | 1% | -3%
40 | Cc1ccc(-c2noc(C(C)NC(=O)c3ccco3)n2)cc1 (stereo unspecified) | -45%[inhibitor] | -5% | -1%
41 | COc1ccc(C2(N3CCN(c4cc(C)ccc4C)CC3)C(=O)c3ccccc3C2=O)cc1 | -6% | -1% | -1%
42 | O=C(Cn1c(=O)n(Cc2ccccc2)c(=O)c2sc3ccccc3c21)Nc1ccc(F)cc1 | 0% | -4% | -15%
43 | COc1ccc(C(=O)c2cn(Cc3ccc(F)cc3)c3c(F)cc(F)cc3c2=O)cc1 | 3% | 8% | -1%
44 | CCC1CCCCN1CCCNC(=O)c1cn(CC)c2ccc(S(=O)(=O)N(C)C3CCCCC3)cc2c1=O (stereo unspecified) | -6% | -5% | 0%
45 | N#Cc1ccccc1Cn1c(=O)n(Cc2ccc(C(=O)NC3CCN(Cc4ccccc4)CC3)cc2)c(=O)c2ccccc21 | -2% | 8% | -7%
46 | CCN(CCCNC(=O)c1cc2c(=O)n(CC)c3ccccc3c2s1)c1cccc(C)c1 | 7% | -5% | -3%
47 | Nc1nnc2c(n1)[nH]c1ccccc12 | -11% | 4% | 2%
48 | CCc1ccc(Oc2c(C(F)(F)F)oc3c(CN4CCN(C)CC4)c(O)ccc3c2=O)cc1 | 9% | -5% | 3%
49 | Cc1cc(=O)n2nc(N3CCC(C(=O)Nc4ccc(Br)cc4F)CC3)sc2n1 | -6% | 2% | -3%
50 | CCOc1ccc(Nc2cc(C)nc3nc(Cc4ccc(Cl)cc4)nn23)cc1 | -6% | -6% | 0%

More records:
No. | compound | SMN2 splice enh | TRb SRC2 PPI | TexasRed fluor
51 | CCOC(=O)c1cccc(NC(=O)CCNS(=O)(=O)c2cccc3nonc23)c1 | 11% | 4% | 0%
52 | Cn1c(=O)oc2cc(S(=O)(=O)NC(Cc3ccccc3)C(=O)NCc3ccccc3Cl)ccc21 (stereo unspecified) | -10% | 9% | 0%
53 | CCCN(CCC)CCNC(=O)c1cc2c(=O)oc3ccc(C)cc3c2s1 | -10% | 2% | -3%
54 | COC(=O)c1ccc2oc(=O)c(S(=O)(=O)c3ccc(C)cc3)cc2c1 | -5% | -2% | u
55 | COc1ccc(-c2cc(C(=O)OCC(=O)c3cccc(OC)c3)c3cccc(Cl)c3n2)cc1 | -4% | 8% | -5%
56 | Cc1ccnc(NC(c2cc(C)ccc2O)c2ccc3cccnc3c2O)c1 (stereo unspecified) | -75%[inhibitor] | -3% | 1%
57 | CCOc1cc(Br)cc(C2NC(=O)c3c(sc4c3CCN(C)C4)N2)c1O (stereo unspecified) | 4% | 1% | -6%
58 | O=C(NCCCN1CCN(c2ccc(F)cc2)CC1)Nc1ccc(Cl)cc1 | -15% | -2% | -2%
59 | CCOc1ccc(Nc2cc(C)nc3nncn23)cc1 | 16% | -11% | 1%
60 | O=C(NCc1ccc(F)cc1)c1cc2c(s1)-c1ccccc1SC2 | -4% | 11% | -1%
61 | CCOc1ccc(Nc2nc(C)c(NC(=O)c3ccc(C)cc3)c(Nc3ccc(OCC)cc3)n2)cc1 | 3% | -3% | -2%
62 | Cc1ccc(CNC(=O)Cc2csc3ccccc23)cc1 | u | -3% | -3%
63 | CCN(CC)CCSc1nnc2c3cc(F)ccc3n(CC)c2n1 | -2% | 3% | -5%
64 | COc1cc(C(=O)Nc2ccc(NC(=O)c3ccc(Br)cc3)cc2)cc(OC)c1OC | -12% | -8% | 6%
65 | Cn1ncc2nc(SCC(=O)Nc3ccc(Br)cc3F)n(Cc3ccccc3)c(=O)c21 | 7% | -2% | u
66 | CC(C)Oc1cccc(C(=O)Nc2ccc3oc(-c4cccc(Cl)c4)nc3c2)c1 | -9% | -7% | 9%
67 | CCOC(=O)c1cnc2ccc(Br)cc2c1NCCN1CCOCC1 | -11% | -1% | -2%
68 | CCN(C(=O)C1CCN(S(=O)(=O)c2cc(Br)cc3c2N(C(C)=O)CC3)CC1)c1cccc(C)c1 | -12% | 7% | 3%
69 | COc1ccc(C)cc1NC(=O)CSc1nc2ccccc2nc1N1CCOCC1 | -1% | -7% | 1%
70 | Cc1ccc(-c2nnc3c4ccccc4c(C)nn23)cc1NC(=O)c1ccccc1 | 9% | 3% | -14%

Continued; the last 3 above are carried over.
No. | compound | SMN2 splice enh | TRb SRC2 PPI | TexasRed fluor
68 | CCN(C(=O)C1CCN(S(=O)(=O)c2cc(Br)cc3c2N(C(C)=O)CC3)CC1)c1cccc(C)c1 | -12% | 7% | 3%
69 | COc1ccc(C)cc1NC(=O)CSc1nc2ccccc2nc1N1CCOCC1 | -1% | -7% | 1%
70 | Cc1ccc(-c2nnc3c4ccccc4c(C)nn23)cc1NC(=O)c1ccccc1 | 9% | 3% | -14%
71 | Cc1ccc(-c2nn3c(-c4ccccc4)nnc3c3ccccc23)cc1 | -4% | -2% | 4%
72 | CCn1cc2nc(SCC(=O)Nc3ccccc3C(F)(F)F)n(Cc3ccc(C)cc3)c(=O)c2n1 | -4% | -11%[53 µM] | u
73 | O=C(Cn1c(=O)n(-c2ccccc2)c(=O)c2c3c(sc21)CCCC3)Nc1ccc(F)cc1F | -1% | 1% | -26%
74 | COc1ccc(CCN2C(=O)c3oc4ccc(F)cc4c(=O)c3C2c2ccc(C(C)(C)C)cc2)cc1 (stereo unspecified) | 2% | 6% | -16%
75 | CCOc1ccc(NC(=O)CC2C(=O)N(c3ccccc3)C(=O)N2CCc2sccc2C)cc1 (stereo unspecified) | u | 2% | -1%
76 | CCN(C(=O)Cn1c(=O)n(CCCS(=O)(=O)C2CCCCC2)c(=O)c2ccccc21)c1cccc(C)c1 | -18% | 1% | 2%
77 | Cc1c(-c2ccccc2)nc2c(Cl)cccc2c1C(=O)OCC(=O)c1ccc(F)cc1 | -6% | 7% | -4%
78 | CCc1c(C)sc(NC(=O)c2cc(-c3ccc(OC)cc3)on2)c1C#N | -5% | -1% | 5%
79 | Cc1ccc(CCNC(=O)CCCn2c(=O)c3ccccc3n(CC(=O)Nc3cc(Cl)ccc3C)c2=O)cc1 | 24% | 9% | 10%
80 | CCOC(=O)c1cc2c(=O)n3ccccc3nc2n(Cc2ccco2)c1=NC(=O)c1ccc(OCC)cc1 | -3% | 0% | -2%
81 | COc1cc(C(=O)n2nc(C)c(Sc3ccc(Cl)cc3)c2C)cc(OC)c1OC | 19% | 2% | -2%
82 | O=C(Cn1cccc1C(=O)c1ccccc1)NCc1ccc(F)cc1 | 27% | 6% | 0%
83 | Cc1ccc(NC(=O)Cn2c(=O)oc3cc(S(=O)(=O)NCc4ccccc4)ccc32)cc1 | -10% | 1% | 7%
84 | Cc1ccc(C(C(=O)NC2CCCCC2)N(C)Cc2ccccc2)cc1 (stereo unspecified) | -5% | 0% | 0%
85 | Cc1ccc(Cl)cc1N1CCN(C(=O)c2cc3c(=O)oc4ccccc4c3s2)CC1 | -7% | 0% | -1%
86 | CC(NC(=O)CN(C)S(=O)(=O)c1ccc2c(c1)c(=O)n(C)c(=O)n2C)c1ccccc1 (stereo unspecified) | -4% | 6% | 0%
87 | CC1CCCCN1C(=O)Cn1ncc2c3ccccc3n(Cc3ccccc3F)c2c1=O (stereo unspecified) | -1% | 12% | -1%

Whole records as entered above.
O=C(CN1C(=O)COc2ccc(S(=O)(=O)N3CCCCCC3)cc21)N1CCN(c2ccccc2F)CC1 is entered as SMN2 splice enh = -5%; TRb SRC2 PPI = 0%; TexasRed fluor = -2%
COc1cc(C2CC(=O)N(c3ccc(C)c(Cl)c3)C3=C2C(=O)OC3)cc(OC)c1OC (stereo unspecified) is entered as SMN2 splice enh = 6%; TRb SRC2 PPI = -2%; TexasRed fluor = -29%

From PubChem BioAssay
